Source: PubChem BioAssay (National Center for Advancing Translational Sciences (NCATS))
IL2 activator: qHTS of IL-2 Activators; IL-2 activation reporter assay, cell-based qHTS; stimulated with anti-CD3/CD4/CD28 beads; in transgenic mouse T cells; 0.065% of 360,000 active; activation, % (series mostly up to about 46 µM); in the data active = activation above about 50%; inconclusive = mostly about 30% to 49%; note: 0% is about no effect
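Unstimulated transgenic mouse T cells, 750 per well, received compound and, after 60 minutes, anti-CD3/anti-CD4 bead plus anti-CD28 stimulation. EGFP and DsRed were quantified after 18 hours.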
PI5P4K alpha inh: qHTS for Inhibitors of phosphatidylinositol 5-phosphate 4-kinase (PI5P4K). Phosphatidylinositol 5-phosphate 4-kinase type-2 alpha (Homo sapiens), P48426. PI5P4Kalpha enzyme, ADP-Glo luminescence, 60 min; active compounds read low. max response, %. 1.2% of 330,000 active; active = max response of -50% or lower; inconclusive = between -30% and -50%; inactive = -30% or higher; note: value at the top dose of about 77 µM; % is set by controls: 0 for no effect and ±100 for the full control effect
Target sequence (P48426 whole entry, looked up): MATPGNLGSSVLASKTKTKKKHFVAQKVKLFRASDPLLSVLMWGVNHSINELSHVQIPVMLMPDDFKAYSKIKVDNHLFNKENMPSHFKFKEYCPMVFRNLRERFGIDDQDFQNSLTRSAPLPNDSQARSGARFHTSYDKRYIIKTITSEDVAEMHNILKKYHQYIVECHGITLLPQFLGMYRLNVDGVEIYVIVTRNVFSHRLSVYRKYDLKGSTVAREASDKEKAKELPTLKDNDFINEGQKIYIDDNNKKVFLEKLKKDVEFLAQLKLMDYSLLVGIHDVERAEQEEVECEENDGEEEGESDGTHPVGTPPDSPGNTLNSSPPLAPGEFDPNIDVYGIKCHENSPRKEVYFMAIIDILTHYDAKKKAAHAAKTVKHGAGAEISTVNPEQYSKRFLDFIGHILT
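ADP-Glo luminescence end-point read after a 60 min room-temperature kinase reaction of PI5P4Kalpha plus substrate, initiated with ATP at 5 microM final. Buffer: 0.038 M HEPES pH 7.4, EGTA, 0.1% CHAPS, 5% DMSO.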
aSyn rescue: qHTS of alpha-syn Inhibitors | Yeast expressing alpha-synuclein, growth rescue, BacTiter-Glo, 24 h | Potency, µM (highest dose often 46.1 µM), for the others: at the highest dose growth rescue (activation), hits mostly activators | 0.14% of 370,000 active; note: potency is the fitted concentration of half-maximal effect; % of control where 0% means no effect; nearly all actives have a fitted effect of over 65% in size
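Screening used galactose-induced yeast with toxic alpha-synuclein levels, exposed to compound for 24 hr at 30 deg C. Cell growth, read with BacTiter-Glo luminescence, gave the measured signal.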
EPAC1 agonist: qHTS for Agonist of cAMP-regulated guanine nucleotide exchange factor 3 (EPAC1): primary screen; EPAC1 agonist qHTS, biochemical assay; response scale: 100% = response to 6.5 mM cAMP; Potency, µM (series often up to 154 µM), for the others: at the top dose activation, hits mostly activators; 0.073% of 360,000 active; Rap guanine nucleotide exchange factor 3 (Homo sapiens), O95398; note: potency is the fitted concentration of half-maximal effect; nearly all actives have a fitted effect of over 60% in size
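EPAC1 100 nM, Rap1B–BODIPY-GDP 250 nM, unlabeled GDP 50 uM; compound titration; 5 min RT; kinetic read ex480/em540 at 5-min intervals ×30 min; data normalized to 6.5 mM cAMP agonist control.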
FUS yeast rescue: qHTS for Suppressors of FUS Proteinopathy: Primary screen using FUS-linked yeast assay | S. cerevisiae FUS-expressing, growth rescue, OD600, 24 h | Potency, µM (top dose mostly 76.6 µM), without a hit: at the top dose growth rescue (activation), actives largely listed as activators | 0.24% of 390,000 active | AID 1347120, 2019;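 note: potency is the fitted concentration of half-maximal effect; plate controls were DMSO vehicle for no effect and reference control for full effect; nearly all actives have a fitted effect of over 55% in size; some results filed as inactive show a strong effect at the top dose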
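Quantitative HTS measuring growth restoration of FUS-toxic yeast. Galactose-induced cells (OD 0.005) were exposed 24hr at 30C to compounds at several concentrations, then absorbance at 600 nm was recorded.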
PLK1 PBD block: qHTS for Inhibitors of PLK1-PDB (polo-like kinase 1 - polo-box domain): Primary Screen; Serine/threonine-protein kinase PLK1 (Homo sapiens), P53350; 2.8% of 360,000 active; Potency, µM, for the others: max response, negative = inhibition, actives largely listed as inhibitors; Plk1 PBD binding of FITC phosphopeptide, fluorescence polarization; note: potency is the fitted concentration of half-maximal effect; series mostly up to about 57 µM; % is set by controls: 0 for no effect and ±100 for the full control effect; nearly all actives have a fitted effect of over 65% in size
Target sequence (P53350 whole entry, looked up, the tested form may be a part): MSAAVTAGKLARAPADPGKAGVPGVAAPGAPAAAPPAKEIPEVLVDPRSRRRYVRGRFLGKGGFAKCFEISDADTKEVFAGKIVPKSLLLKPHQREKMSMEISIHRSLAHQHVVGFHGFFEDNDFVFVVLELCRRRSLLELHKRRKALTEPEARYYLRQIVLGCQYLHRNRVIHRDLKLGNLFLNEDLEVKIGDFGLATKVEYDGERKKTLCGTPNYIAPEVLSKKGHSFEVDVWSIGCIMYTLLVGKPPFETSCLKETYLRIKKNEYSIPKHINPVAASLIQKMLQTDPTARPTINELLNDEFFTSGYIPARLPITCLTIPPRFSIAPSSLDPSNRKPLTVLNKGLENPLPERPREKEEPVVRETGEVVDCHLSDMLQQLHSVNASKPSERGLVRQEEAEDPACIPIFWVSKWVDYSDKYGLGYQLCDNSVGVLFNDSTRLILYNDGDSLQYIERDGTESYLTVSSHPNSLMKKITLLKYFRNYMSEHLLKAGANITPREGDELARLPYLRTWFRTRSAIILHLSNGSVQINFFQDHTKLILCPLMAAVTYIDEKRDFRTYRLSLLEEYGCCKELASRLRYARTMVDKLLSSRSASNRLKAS
Abeta yeast res: qHTS for compounds that reverse cellular toxicity of Amyloid beta (A-beta) peptide in yeast: Primary Screen; Potency, µM (series often up to 46.1 µM), for inactives: at the highest dose growth rescue, most hits filed as activators; yeast expressing A-beta42, growth rescue, OD600, 48 h; response scale: 0% DMSO, 100% iron-clioquinol control; 0.063% of 410,000 active; note: potency is the fitted concentration of half-maximal effect; nearly all actives have a fitted effect of over 55% in size
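Yeast growth medium received pinned compounds, then yeast cells expressing toxic A-beta were added; plates incubated at 30 C for 48 hr. Growth read as absorbance at 600 nm, normalized to DMSO and equimolar FeCl3 plus clioquinol controls.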
EPAC1 antag: qHTS for Antagonist of cAMP-regulated guanine nucleotide exchange factor 3 (EPAC1): primary screen. EPAC1 GEF assay, Rap1b-BODIPY-GDP exchange fluorescence. Rap guanine nucleotide exchange factor 3 (Homo sapiens), O95398. 0.14% of 360,000 active. AID 720709, 2013. Potency, µM (titrated, usually from 115 µM), for inactives: at the top dose activity change, negative = inhibition, hits mostly inhibitors;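 note: potency is the fitted concentration of half-maximal effect; plate controls were vehicle for no effect and positive control for full effect; nearly all actives have a fitted effect of over 50% in size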
WRN helicase inh: qHTS for Inhibitors of WRN Helicase | WRN helicase unwinding, fluorescent forked duplex, kinetic | Bifunctional 3'-5' exonuclease/ATP-dependent helicase WRN (Homo sapiens), Q14191 | 0.46% of 360,000 active | AID 651768, 2012 | Potency, µM (doses to about 114 µM), for inactives: at the highest dose activity change, negative = inhibition, most hits filed as inhibitors; note: potency is the fitted concentration of half-maximal effect; % is set by controls: 0 for no effect and ±100 for the full control effect; nearly all actives have a fitted effect of over 55% in size
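Primary qHTS, 1536-well format. 20 nM WRN + compound, 15 min RT; start with 100 nM forked fluorophore/quencher duplex, 2 mM ATP (final); kinetic read ex 525/em 598 nm.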
The depositor's hits bear a star; ? = inconclusive; nt = not tested or not shown; [ ] = dose if it differs, or a comment. Unless noted, calls come from the whole dose curve; as a rule, active = well fitted curve in the direction sought with a large enough effect; inconclusive = small, poorly fitted or top-dose-only effect, or another doubt; inactive = no such curve, though single readings can be large; an effect the other way counts as inactive or inconclusive. Not a hit list; any-hit rate near 4.1%.

1) O=C(NC1CCN(C(=S)Nc2ccccc2Cl)CC1)C1CCCCC1
2) O=C(CN(c1cccc(C(F)(F)F)c1)S(=O)(=O)c1ccc(Cl)c([N+](=O)[O-])c1)NCc1ccc(F)cc1
3) COc1ccc2sc(-c3ccccc3OC)c(-c3ccc(OCCN4CCCC4)cc3)c2c1
4) CCc1ccc(C(=O)NC(C(=O)O)C(C)C)cc1 (stereo not drawn)
5) C[C@@H]1CN([C@H](C)CO)S(=O)(=O)c2ccc(Br)cc2O[C@H]1CN(C)C(=O)Nc1cccc(F)c1
6) CCCNC(=S)Nc1ccc(Cl)cc1C
7) CCOC(=O)c1ccc(S(=O)(=O)N2CCN(CC(=O)NC(=O)NC(C)(C)C)CC2)cc1
8) CN(Cc1cc(-c2ccccc2)on1)C(=O)c1cc(COc2c(F)cccc2F)on1
9) O=C(CSc1ncc(C(F)(F)F)cc1Cl)N1CCN(S(=O)(=O)c2ccccc2)CC1
10) COc1ccc2[nH]c(O)c(N=NC(=N)N)c2c1
Screen / compound no.	1	2	3	4	5	6	7	8	9	10
IL2 activator	-0.5	-3.8	-0.5	-1.4	-1.1	-0.5	-1.4	-1.4	0.4	1.1
PI5P4K alpha inh	8	-3	11	3	6	3	nt	19	-4	-8
aSyn rescue	-3%	-6%	-12%	nt	7%	3%	6%	8%	15%	-12%
EPAC1 agonist	-4%	-8%	1%	-10%	4%	11%	2%	2%	4%	-7%
FUS yeast rescue	-11%	-14%	28%	-18%	15%	-3%	17%	15%	30%	-7%
PLK1 PBD block	4%	-5%	0%	-6%	-7%	-14%	-1%	-3%	-11%	5%
Abeta yeast res	-15%	9%	-11%	-10%	-12%	3%	9%	-3%	-3%	-1%
EPAC1 antag	-2%	-22%	-5%	11%	-14%	12%	-11%	-18%	-5%	-1%
WRN helicase inh	2%	-14%	2%	9%	1%	-1%	-9%	-19%	-2%	-13%

11) Brc1ccc(COc2ncnc3ccccc23)cc1
12) COc1ccc(C(=O)CSC2=NS(=O)(=O)c3cc(Cl)ccc3N2)cc1
13) COc1ccc(C(=O)NCCc2ccc(F)cc2)cc1OC
14) Cn1c(SCC(=O)c2c(N)n(C)c(=O)n(C)c2=O)nnc1-c1ccc(F)cc1
15) Cc1ccc(S(=O)(=O)Nc2cccc3c2O[C@H](CN(C)C(=O)Nc2cccc4ccccc24)[C@H](C)CN([C@H](C)CO)C3=O)cc1
16) CCN(CC)C(=O)COC(=O)c1ccc(C)c(NC(=O)c2ccco2)c1
17) CC1Cc2ccccc2N1C(=O)COC(=O)c1ccc(O)cc1 (stereo not drawn)
18) Cc1ccccc1N1C(=O)CC2(CCCC2)CC1=O
19) C#CCOCCOCCOCCNc1nc(N2CCN(C(=O)CCCCCCCCCCNC(=O)[C@@H](CCSC)n3cc(CCO)nn3)CC2)nc(N2CCN(C(=O)CCCCCCCCCCNC(=O)[C@H](CO)n3cc(CCCCCN)nn3)CC2)n1
20) CC(NC(=O)c1cc(S(=O)(=O)N2CCCC2)cn1C)c1ccccc1 (stereo not drawn)
Screen / compound no.	11	12	13	14	15	16	17	18	19	20
IL2 activator	1.0	5.8	-0.1	1.0	-0.1	-1.0	-0.2	6.7	-0.7	-1.2
PI5P4K alpha inh	-5	-4	-9	2	2	4	-3	-7	?	-3
aSyn rescue	?	-15%	-2%	-3%	10%	-6%	10%	0%	-37%[inhibitor]	-5%
EPAC1 agonist	3%	-2%	6%	4%	-9%	1%	13%	2%	4%	-28%
FUS yeast rescue	7%	11%	-4%	nt	?	-6%	-18%	3%	?	-9%
PLK1 PBD block	-10%	-11%	-5%	-14%	-14%	3%	3%	9%	-6%	-20%
Abeta yeast res	14%	-5%	-2%	6%	4%	8%	0%	-6%	3%	0%
EPAC1 antag	-14%	-24%	-27%	3%	-10%	-4%	0%	-26%	5%	-14%
WRN helicase inh	-4%	-12%	10%	5%	-7%	-1%	7%	7%[57.1 µM]	50µM*	0%

Among those listed so far, these contain an aryl thioether with sulfur outside any ring.
9) O=C(CSc1ncc(C(F)(F)F)cc1Cl)N1CCN(S(=O)(=O)c2ccccc2)CC1
14) Cn1c(SCC(=O)c2c(N)n(C)c(=O)n(C)c2=O)nnc1-c1ccc(F)cc1
Screen / compound no.	9	14
IL2 activator	0.4	1.0
PI5P4K alpha inh	-4	2
aSyn rescue	15%	-3%
EPAC1 agonist	4%	4%
FUS yeast rescue	30%	nt
PLK1 PBD block	-11%	-14%
Abeta yeast res	-3%	6%
EPAC1 antag	-5%	3%
WRN helicase inh	-2%	5%

With a hit mark in WRN helicase inh (from the list above):
| No. | Molecule | IL2 activator | PI5P4K alpha inh | PLK1 PBD block | EPAC1 antag | WRN helicase inh |
| --- | --- | --- | --- | --- | --- | --- |
| 19 | C#CCOCCOCCOCCNc1nc(N2CCN(C(=O)CCCCCCCCCCNC(=O)[C@@H](CCSC)n3cc(CCO)nn3)CC2)nc(N2CCN(C(=O)CCCCCCCCCCNC(=O)[C@H](CO)n3cc(CCCCCN)nn3)CC2)n1 | -0.7 | ? | -6% | 5% | 50µM* |

(list continues)
21) COCCn1cnnc1SCC(=O)Nc1cccc(S(=O)(=O)N2CCCCC2)c1
22) COc1cccc(NC(=O)C2(C)CCN2C(=O)Cc2cccc3ccccc23)c1 (stereo not drawn)
23) Nc1cc(N)cc(C(=O)c2ccccc2)c1
24) Cc1cc(OCc2cc(C(=O)N(C)CCc3cnn(C)c3)no2)cc(C)c1Cl
25) CCC(NC(=O)c1ccccc1NC(=O)c1ccccc1)C(=O)O (stereo not drawn)
26) CC(=O)N1c2ccc(S(=O)(=O)NCCC(=O)Nc3ccc(C)cn3)cc2CC1C (stereo not drawn)
27) CC(=O)Nc1ccccc1-c1nc2ccccc2nc1OCC(=O)c1ccc(Br)cc1
28) Cc1ccc(SCCC(=O)Nc2ccc(OCc3ccccc3)cc2)cc1
29) C/C=N\NC(=O)CNC(=O)CNC(=O)c1ccccc1
30) CCOC(=O)C1CCCN(C(=O)C2CCN(S(=O)(=O)c3ccc(Cl)c(C(F)(F)F)c3)CC2)C1 (stereo not drawn)
Screen / compound no.	21	22	23	24	25	26	27	28	29	30
IL2 activator	-5.6	1.0	0.2	-2.6	-0.5	-0.4	0.0	-0.1	0.8	-4.0
PI5P4K alpha inh	5	17	-15	-6	nt	1	nt	-11	13	-3
aSyn rescue	-4%	4%	-1%	6%	-8%	1%	0%	-3%	-2%	0%
EPAC1 agonist	0%	-1%	11%	2%	8%	1%	-4%	-4%	9%	-1%
FUS yeast rescue	nt	?	35%	33%	-11%	-14%	26%	nt	12%	nt
PLK1 PBD block	1%	-5%	-1%	-13%	2%	6%	-1%	-6%	-13%	6%
Abeta yeast res	-7%	9%	-7%	-10%	9%	nt	6%	-1%	-11%	22%
EPAC1 antag	11%	-12%	?	-19%	15%	-5%	4%	-11%	-6%	-4%
WRN helicase inh	-4%	-5%	-3%	-1%	-15%	-6%	-1%	9%	-3%[57.1 µM]	8%[11.6 µM]

31) CCc1ccc(CN(C)CC(O)COc2cccc3ccccc23)cc1 (stereo not drawn)
32) CC(C)(C)C(=O)c1c(N)[nH]c(C(=O)c2ccccc2)c1-c1c(F)cccc1F
33) Cc1nc(C(F)(F)F)ccc1C(=O)N1CCC1(C)C(=O)NS(=O)(=O)c1c(C)noc1C (stereo not drawn)
34) O=C(CN1C(=O)NC2(CCCCC2)C1=O)Oc1ccc2ccc(=O)oc2c1
35) O=C(COc1ccccc1)OCC(=O)c1c[nH]c2ccccc12
36) O=C(NC(=S)Nc1nc(-c2ccccc2)cs1)c1ccco1
37) CCOC(=O)C[C@H]1c2cc(F)ccc2S(=O)(=O)N1C1CCCC1
38) CCOC(=O)Cn1nc(NC(=O)c2ccc(C(=O)OC)cc2)cc1C
39) CCN(C(=O)COC(=O)c1ccccc1NCCO)C1CCS(=O)(=O)C1 (stereo not drawn)
40) O=[N+]([O-])c1ccccc1NCCNS(=O)(=O)c1ccc(Cl)cc1
41) NC(=O)N[C@@H](Cc1c[nH]c2ccccc12)C(=O)OCC(=O)N1CCCCC1
42) Cc1cc(NC(=O)CCCSc2nc(-c3ccco3)cc(C(F)(F)F)n2)n(-c2ccccc2)n1
43) Cc1ccc(S(=O)(=O)N2CC=C(c3c(C)n(C)c4ccccc34)CC2)cc1
Screen / compound no.	31	32	33	34	35	36	37	38	39	40	41	42	43
IL2 activator	-5.2	-0.8	0.4	0.2	0.4	-0.4	-2.9	-0.5	-0.2	3.8	0.4	0.2	-0.1
PI5P4K alpha inh	21	-19	2	-9	1	-3	-3	-1	0	1	5	9	-3
aSyn rescue	-8%	-6%	0%	5%	-11%	2%	-1%	-2%	-15%	15%	-1%	12%	16%
EPAC1 agonist	-8%	-5%	-21%	-2%	3%	5%	7%	3%	10%	-4%	-17%	4%	-4%
FUS yeast rescue	11%	-6%	0%	-15%	nt	-2%	8%	17%	0%	nt	4%	?	nt
PLK1 PBD block	3%	-14%	3%	-9%	0%	-8%	3%	-10%	-2%	7%	-9%	-7%	?
Abeta yeast res	0%	-9%	-8%	18%	14%	-9%	-2%	18%	-1%	-2%	-11%	-1%	1%
EPAC1 antag	-18%	0%	8%	-17%	-2%	-12%	8%	-3%	-8%	2%	-8%	-23%	-11%
WRN helicase inh	-25%	-1%	5%[57.1 µM]	0%	-8%	-4%	4%	-33%	2%	-3%	-2%	-7%	79µM*
